Screening data (PubChem)
Sm TGR inh – inhibitors of Schistosoma mansoni thioredoxin glutathione reductase; Q962Y6; purified TGR, DTNB reduction, TNB absorbance 405 nm; Potency, µM (doses to about 114 µM), for inactives: at the top dose activity change, negative = inhibition, most hits filed as inhibitors; 360,000 tested, 3% active; AID 485364; also: nearly all actives have a fitted effect of over 60% in size
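First, TGR (20 nM dispensed) and NADPH were mixed with compound. Second, a 15 min room-temperature incubation followed. Third, further NADPH and then DTNB were added to start the reaction. Finally, TNB absorbance was monitored kinetically.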
Pf growth 48h – P. falciparum growth inhibition at 48 hours (one generation); P. falciparum luciferase growth in erythrocytes, 48 h; Potency, µM (top dose mostly 28.7 µM), for inactives: at the highest dose activity change, negative = inhibition, usual class: inhibitors; 310,000 tested, 5.9% active; AID 504832
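Luciferase-expressing parasites in RBCs, 2% Hct / 0.1% parasitemia final; RPMI 1640 + 0.5% Albumax; 37 C, 5% CO2, one generation; luminescence read-out, lower signal = inhibition.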
HCV inh – inhibitors of hepatitis C virus infection; Huh7.5.1 HCVcc-Cre infection, luciferase reporter, 44 h; Potency, µM (titrated, usually from 41.8 µM), inactives show at the top dose activity change, negative = inhibition, actives largely listed as inhibitors; 340,000 tested, 3.4% active
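Reporter virus HCVcc-Cre (~0.5 moi) infects cells exposed to compound; seeding density 1,000 cells/well with 4 h settling beforehand. Luminescence, 15 sec read, taken 44 h post-infection following a 15 min RT substrate incubation.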
Tb PYK inh – blocks Trypanosoma brucei pyruvate kinase. TbPYK enzyme, Kinase-Glo Plus ATP luminescence, 45 min. Potency, µM (series often up to 76.8 µM), without a hit: at the highest dose activity, negative = inhibition, usual class: inhibitors. 410,000 tested, 0.12% active; also: nearly all actives have a fitted effect of over 50% in size
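Readout: single end-point luminescence (Kinase-Glo Plus, 10 min). Reaction conditions were TbPYK/substrate plus 130 uM ADP, 45 min at RT, pH 7.2 TEA buffer. No-enzyme wells served as controls, and data were normalized before concentration-response fitting.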
LmPK inh – inhibitors of Leishmania mexicana pyruvate kinase | purified LmPK, Kinase-Glo ATP luminescence, 1 h | Q27686 | AID 1721 | Potency, µM (top dose mostly 57.5 µM), for inactives: at the highest dose activity change, negative = inhibition, usual class: inhibitors | 290,000 tested, 0.37% active
Target sequence (Q27686 whole entry, looked up): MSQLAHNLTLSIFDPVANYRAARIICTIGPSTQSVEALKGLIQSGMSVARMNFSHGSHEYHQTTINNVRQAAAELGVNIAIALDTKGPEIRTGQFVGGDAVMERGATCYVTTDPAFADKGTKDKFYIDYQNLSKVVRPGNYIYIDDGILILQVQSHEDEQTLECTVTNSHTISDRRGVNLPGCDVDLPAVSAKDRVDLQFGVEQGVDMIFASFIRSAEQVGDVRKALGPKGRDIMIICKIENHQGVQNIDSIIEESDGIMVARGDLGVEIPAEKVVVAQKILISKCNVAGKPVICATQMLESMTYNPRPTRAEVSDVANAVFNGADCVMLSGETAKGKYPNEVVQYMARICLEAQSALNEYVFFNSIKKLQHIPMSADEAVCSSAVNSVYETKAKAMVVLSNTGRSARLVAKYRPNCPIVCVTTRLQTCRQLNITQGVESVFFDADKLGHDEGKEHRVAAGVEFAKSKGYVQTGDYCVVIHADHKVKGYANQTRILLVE
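Pyruvate kinase activity monitored as ATP production (luciferase luminescence). Conditions: 0.1 nM enzyme, 0.5 mM PEP, 0.1 mM ADP, 1 h, RT; normalized against uninhibited and no-enzyme wells.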
Pf growth 96h – inhibits malaria parasite growth, 96 h; Potency, µM (top dose mostly 28.7 µM), for the others: at the highest dose activity change, negative = inhibition, actives largely listed as inhibitors; 320,000 tested, 6.9% active; P. falciparum luciferase reporter growth, 96 h
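Infected RBCs, 2% Hct / 0.05% parasitemia final; luciferase-reporter P. falciparum; cpd 96 h, 37 C, 5% CO2; luciferase detection reagent; luminescence.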
Active calls of the source: *; ? = inconclusive; · = not tested or not shown; & = joins results of further samples; [ ] = dose if it differs, or a comment. Calls follow the shape of the dose curve; as a rule, active = well fitted curve in the direction sought with a large enough effect; inconclusive = small, poorly fitted or top-dose-only effect, or another doubt; inactive = no such curve, though single readings can be large; an effect the other way counts as inactive or inconclusive. % is scaled to controls: 0 for no effect and ±100 for the full control effect; potency is read from the fitted curve at half-maximal effect. This is a random part of the collection (roughly 16% active in at least one column).

SMILES	Sm TGR inh	Pf growth 48h	HCV inh	Tb PYK inh	LmPK inh	Pf growth 96h
O=C1c2ccccc2C(O)N1Cc1ccc2c(c1)OCO2 (stereo not given)	-9%	·	10%	0%	-1%	1%
CC1(C)NC(C)(C)/C(=C\c2cccs2)C(=O)C1=O	4%	13%	-16%	-27%	-2%	47%[activator]
C=CCN1C(=O)C(O)(CC(=O)c2ccc(-n3cccc3)cc2)c2ccccc21 (stereo not given)	-13%	-7%	-7%	0%	0%	·
CCOc1ccc(NC(=O)c2ccc(NC(=O)COC(=O)Cc3ccc(OC)cc3)cc2)cc1	·	9%	-5%	3%	5%	42%[activator]
S=C(Nc1ccccc1)Nc1nc2ccccc2n1CCOc1ccccc1	18%	?	6.3µM*	-4%	2%	0%
CC(C)Cn1c(-c2cccs2)nc2ccccc21	17%	-11%	-26%	-19%	1%	·
CCN1C2=NCCCN2c2ccccc21	5%	-8%	-4%	-5%	-1%	?
COCC(C)NC(=O)CSc1nc2ccccc2n1CCc1ccccc1 (stereo not given)	-3%	-23%	-10%	-5%	1%	10µM*
O=C(COC(=O)c1ccc(F)c(S(=O)(=O)N2CCOCC2)c1)c1ccc(Cl)cc1	-1%	9%	-1%	1%	·	-6%
CC(C)(C)c1cc(OC(=O)c2ccccc2F)ccc1O	-4%	5%	-2%	-1%	0%	-16%
COc1ccc(-c2cc(-c3cccs3)nc(OC)c2C#N)cc1OC	-15%	?	?	-1%	-2%	-19%
O=C(CNC(=O)c1cccc(F)c1)N/N=C/c1cc(Br)ccc1OC(=O)/C=C/c1ccco1	?	13µM*	7.9µM*	-1%	6%	13µM*
CC(C)[C@H]1C(=O)N2CCC[C@H]2[C@]2(O)O[C@](NC(=O)[C@@H]3C=C4c5cccc6[nH]cc(c56)C[C@H]4N(C)C3)(C(C)C)C(=O)N12	7.9µM*	5.9µM*	-16%[8.37 µM]	1%	0%	7.4µM*
C=CCn1c(C)cc(C(=O)CSc2ccc(NC(C)=O)cc2)c1C	7%	48%[activator]	-6%	2%	0%	·
Cc1nn(CCCC(=O)Nc2ccc(Br)cc2F)c(C)c1[N+](=O)[O-]	4%	-18%	-14%	0%	7%	-28%
COc1cc(C(=O)N[C@@H](C)C(=O)N2CCC3(CC2)NCCc2[nH]cnc23)cc(OC)c1OC	-9%	1%	?	4%	1%	26%
CCOc1ccc(-c2n[nH]c(C)c2Oc2ccccc2OC)c(O)c1	-13%	4.1µM*	?	2%	2%	·
Cc1[nH]oc(=O)c1N=Nc1c(Cl)cccc1Cl	-3%	0%	2%	-1%	-5%	-16%
COc1ccc(C(=O)N/N=C/c2ccc(OC)c(CSc3ccccn3)c2)cc1	-2%	1%	?	-3%	0%	25%
O=C(CN1c2ccccc2Sc2ccccc21)NNC(=O)Nc1cccc(Cl)c1	8%	-8%	-20%	-1%	4%	-23%
COc1ccc(Cl)cc1NC(=S)N1CC(C)OC(C)C1 (stereo not given)	-3%	?	2%	-2%	5%	-25%
COc1ccc(CCN=C(C)C2=C(O)C(c3ccccc3)OC2=O)cc1OC (stereo not given)	11%	54%[activator]	-30%	-2%	8%	?
COc1ccc(-n2c(C)cc(C(=O)COC(=O)c3cc(NC(=O)c4cccs4)c(OC)c(OC)c3)c2C)cc1	-18%	1.9µM*	2%	4%	4%	?
CNCCC1Sc2ccccc2Oc2ccccc21 (stereo not given)	-2%	?	12%	4%	-3%	?
O=C(NC1CCCCCC1)c1cccc(N2CCCC2=O)c1	1%	181%[activator]	25µM*	-18%	-15%	44%[activator]
O=C(CSc1ncccn1)N1CCN(Cc2ccccc2)CC1	0%	30%[activator]	6%	-7%	-8%	15%
O=C(O)CCCCCCCCc1cn(CC2CCCCC2)nn1	-10%	-12%	13%	2%	1%	?
CC(C)OC(=O)c1c(NC(=O)Cn2cnc([N+](=O)[O-])n2)sc2c1CCCC2	-20%	?	?	-17%	5%	7.4µM*
O=C(CNS(=O)(=O)c1ccccc1)N1CCCC1	?	2%	15%	3%	-5%[11.5 µM]	28%
CS(=O)(=O)c1nc(S(=O)(=O)c2ccc(Cl)cc2)c(NCc2ccccn2)s1	35µM*	?	19%	3%	1%	32%[activator]
CCCCc1cc(C(=O)Cc2ccccn2)c(O)cc1O	0%	?	-20%	5%	2%	?
CCOC(=O)c1cnc(-c2ccccc2)nc1-c1ccccc1	0%	?	-12%	1%	2%	-30%
COC(=O)c1ccc2c(=O)n(CCO)c(=S)[nH]c2c1	-4%	23%	8%	3%	-1%	54%[activator]
Cc1ccc(C)c(NS(=O)(=O)c2cc(C(=O)NCc3ccccn3)ccc2C)c1	4%	-22%	-3%	-20%	5%	?
CCNC(=O)COC(=O)c1ccc(S(=O)(=O)N2CCCCCC2)cc1	-2%	-11%	4%	-7%	-3%	?
O=C(O)C1CCN(C(=O)CSc2nc3ccccc3c(=O)n2-c2ccc(Cl)cc2)CC1	-8%	-26%	3%	-5%	0%	-16%
O=C(CC1(O)C(=O)N(CN2CCOCC2)c2ccccc21)c1ccccc1 (stereo not given)	-15%	-3%	5%	-7%	4%	-18%
CC1=NN(C(C#N)c2ccc([N+](=O)[O-])cc2)C(C)(C)C1 (stereo not given)	15%	?	14%	1%	5%	?
COc1ccccc1N1CCN(C(=O)c2ccc3c(Cl)c4c(nc3c2)CCCC4)CC1	-10%	-3%	5%[8.37 µM]	6%	-2%	12µM*
O=c1cc(N2CCCCC2)c(-c2ccccc2)nn1Cc1ccc(Cl)cc1	33%	3%	-20%	-5%	3%	-7%
CCc1cccc(NC(=O)Cc2ccc(OC)c(OC)c2)c1	-2%	-9%	?	-3%	3%	0%
COc1ccc(C(C(=O)NC(C)(C)C)N(CCc2ccc(OC)c(OC)c2)C(=O)CCC(=O)Nc2cc(C)on2)cc1 (stereo not given)	0%	?	-6%	-4%	-2%	?
CCCCC(=O)OCC(=O)c1cc(C)n(-c2c(C)n(C)n(-c3ccccc3)c2=O)c1C	3%	0%	13%	-3%	8%	7%
O=C(c1ccc2ccccc2c1)C1CCCN(C(=O)CN2C(=O)CSC2=O)C1 (stereo not given)	0%	21%	-5%	3%	7%	10µM*
COc1ccc([C@H]2CC(=O)C=C(c3cccc(Br)c3)C2)cc1	3%	?	?	-1%	·	-5%
O=[N+]([O-])c1ccc(N2CCNCC2)cc1NCC1CCCO1 (stereo not given)	-16%	-13%	?	5%	5%	16%
Cc1ccc(-c2cc(C(=O)OCC(=O)Nc3cc(C)on3)c3ccccc3n2)c(C)c1	8%	?	2%	-8%	-2%	32%[activator]
CC1=C([N+](=O)[O-])C(c2ccccc2Cl)NC(=O)N1C (stereo not given)	0%	?	1%	-3%	0%	4%
CC(C)C(=O)Nc1nnc(SCC(=O)NC2CCCC2)s1	-6%	-2%	12%	-2%	0%	6%
Cc1cccc(C)c1NC(=O)CN(C)C(=O)Cn1c(=O)cnc2ccccc21	-19%	-10%	-7%	10%	-7%	31%[activator]

Additional entries
SMILES	Sm TGR inh	Pf growth 48h	HCV inh	Tb PYK inh	LmPK inh	Pf growth 96h
Cc1ccnc2nc(C(=O)Nc3ccc(S(=O)(=O)N4CCCC4)cc3)nn12	3%	-19%	11%	-10%	1%	?
COc1ccc(-c2nc3c(n2O)CCC/C3=N\O)cc1	-3%	72%[activator]	25%	-8%	-15%	156%[activator]
COc1ccc(-n2c(=O)c3ccccc3n(CC(=O)Nc3cc(C)on3)c2=O)cc1OC	3%	-15%	8%	1%	3%	?
COc1ccc2nc(C)cc(Sc3nc4ccccc4s3)c2c1	-19%	?	?	-27%	6%	?
Cc1ccccc1-c1nc(CS(=O)CC(=O)NC2CCCC2)c(C)o1 (stereo not given)	0%	2%	3%	-13%	8%	-13%
O=C(/C=C/c1cccs1)Nc1ccc(N2CCOCC2)c(S(=O)(=O)Nc2cc(Cl)ccc2Cl)c1	4%	-25%	?	4%	2%	?
O=C(CN1C(=O)NC2(CCCC2)C1=O)NCCC1=CCCCC1	4%	17%	0%	-6%	5%	6%
Cc1ccccc1-n1nc2c(c1NC(=O)c1c(-c3ccccc3Cl)noc1C)CS(=O)(=O)C2	-20%	-16%	-1%	1%	-4%	·
CCCN(CCC)CCNC(=O)c1cc2c(-c3ccc(Cl)cc3)nn(C)c2s1	-2%&4%	0.47µM*	8.9µM*	12%&-1%	-3%	11%
N#Cc1ccccc1S(=O)(=O)N1CCN(CC(=O)NCC2(N3CCOCC3)CCCCC2)CC1	-18%	?	1%	0%	·	10µM*
Cc1cc(C(=O)CSc2nnnn2-c2ccccc2)c(C)n1-c1ccc2c(c1)OCO2	-18%	10µM*	?	-3%	2%	8.3µM*
O=C(CCCN1C(=O)c2cccc3cccc(c23)C1=O)Nc1ccon1	56%[activator]	13%	3%	-7%	-1%	27%
COc1ccccc1CN(CC(=O)NCC1CCCO1)C(=O)CNS(=O)(=O)c1ccc(C)cc1 (stereo not given)	0%	-20%	9%&5%	-2%	-2%	0%
Cc1cc(C)n(CC(O)COc2ccccc2Br)n1 (stereo not given)	19%	-9%	-15%	-3%	-3%	?
Cc1cccc(Sc2nc(-c3ccccc3)ncc2C(=O)O)c1	1%	30%[activator]	12%	-3%	-3%	13%
O=C(c1ccc(C(=O)N2CCOCC2)s1)N1CCOCC1	-16%	·	5%	-3%	1%	-9%
COc1ccc(OC)c(Nc2nc(C)nc3c2oc2ccccc23)c1	-1%	?	-22%	7%	6%	?
FC(F)(F)Oc1ccc(NC(=S)Nc2ccc(OC(F)(F)F)cc2)cc1	-2%	?	?	-2%	0%	?
COc1ccc(C(=O)Nc2cc(Cl)cc(Cl)c2)c(OC)n1	-24%	139%[activator]	6%	-6%	3%	0%
CC(=O)Nc1ccc(S(=O)(=O)N(C)CC(=O)Nc2ccccc2N2CCCC2)cc1	-17%	?	6%	-19%	·	?
O=C(COC(=O)c1ccc2ccccc2c1O)NCC(F)(F)F	5%	24%	22%	2%	-3%	18%

Compounds from the list above with an aryl thioether with sulfur outside any ring (9):
SMILES	Sm TGR inh	Pf growth 48h	HCV inh	Tb PYK inh	LmPK inh	Pf growth 96h
COCC(C)NC(=O)CSc1nc2ccccc2n1CCc1ccccc1 (stereo not given)	-3%	-23%	-10%	-5%	1%	10µM*
C=CCn1c(C)cc(C(=O)CSc2ccc(NC(C)=O)cc2)c1C	7%	48%[activator]	-6%	2%	0%	·
COc1ccc(C(=O)N/N=C/c2ccc(OC)c(CSc3ccccn3)c2)cc1	-2%	1%	?	-3%	0%	25%
O=C(CSc1ncccn1)N1CCN(Cc2ccccc2)CC1	0%	30%[activator]	6%	-7%	-8%	15%
O=C(O)C1CCN(C(=O)CSc2nc3ccccc3c(=O)n2-c2ccc(Cl)cc2)CC1	-8%	-26%	3%	-5%	0%	-16%
CC(C)C(=O)Nc1nnc(SCC(=O)NC2CCCC2)s1	-6%	-2%	12%	-2%	0%	6%
COc1ccc2nc(C)cc(Sc3nc4ccccc4s3)c2c1	-19%	?	?	-27%	6%	?
Cc1cc(C(=O)CSc2nnnn2-c2ccccc2)c(C)n1-c1ccc2c(c1)OCO2	-18%	10µM*	?	-3%	2%	8.3µM*
Cc1cccc(Sc2nc(-c3ccccc3)ncc2C(=O)O)c1	1%	30%[activator]	12%	-3%	-3%	13%
